# NPC1 prom act – activates the NPC1 promoter | Huh7 NPC1 promoter luciferase reporter, 24 h | Potency, µM (highest dose often 9.22 µM), without a hit: at the highest dose activation, actives largely listed as activators | 2.4% of 320,000 active | AID 485313;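 further: % of control where 0% means no effect; nearly all actives have a fitted effect of over 60% in size; reporter is driven by a mutant NPC1 promoter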
#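 Compounds in DMSO were transferred onto Huh7 NPC1-luciferase reporter cells pre-incubated 2 h; after 24 h at 37 °C, Amplite reagent was dispensed and luminescence recorded 10 min later.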
# Gal4-VP16 FLuc – counter-screen for ROR gamma inhibitors: Gal4-VP16 reporter; Drosophila S2 Gal4-VP16 UAS-luciferase, luminescence, 20 h; Potency, µM (top dose mostly 53.6 µM), inactives show top-dose activity, negative = inhibition, most hits filed as inhibitors; 3.5% of 310,000 active;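 further: Gal4-VP16 expression switched on by copper sulfate through the metallothionein promoter; on the % scale 0 is the no-effect control and ±100 the full control effect; nearly all actives have a fitted effect of over 50% in size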
# Rab9 prom act – Rab9 promoter activation; 2.8% of 320,000 active; Huh7 Rab9 promoter-luciferase reporter, luminescence, 24 h; Potency, µM (doses to about 9.22 µM), without a hit: at the highest dose activation, negative = inhibition, most hits filed as activators; further: % of control where 0% means no effect; nearly all actives have a fitted effect of over 60% in size
#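 Luminescence from Amplite-detected luciferase (10 minutes, ambient) reports Rab9 promoter activation. Before that, stable Rab9-luciferase Huh7 cells (1500/well, reduced-serum OP-MEM I plus 10% FBS) were exposed to compound for 24 hours at 37C.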
# FLuc counter – counter-screen for miR-21 project: firefly luciferase inhibitors or activators. purified FLuc, Km substrates, luminescence inhibition. Potency, µM (doses to about 57.5 µM), for the others: at the top dose activity change, negative = inhibition, hits mostly inhibitors. 6.9% of 360,000 active. AID 588342;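 further: plate controls were vehicle for no effect and reference inhibitor for full effect; nearly all actives have a fitted effect of over 55% in size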
# Target sequence (P08659 whole entry, looked up): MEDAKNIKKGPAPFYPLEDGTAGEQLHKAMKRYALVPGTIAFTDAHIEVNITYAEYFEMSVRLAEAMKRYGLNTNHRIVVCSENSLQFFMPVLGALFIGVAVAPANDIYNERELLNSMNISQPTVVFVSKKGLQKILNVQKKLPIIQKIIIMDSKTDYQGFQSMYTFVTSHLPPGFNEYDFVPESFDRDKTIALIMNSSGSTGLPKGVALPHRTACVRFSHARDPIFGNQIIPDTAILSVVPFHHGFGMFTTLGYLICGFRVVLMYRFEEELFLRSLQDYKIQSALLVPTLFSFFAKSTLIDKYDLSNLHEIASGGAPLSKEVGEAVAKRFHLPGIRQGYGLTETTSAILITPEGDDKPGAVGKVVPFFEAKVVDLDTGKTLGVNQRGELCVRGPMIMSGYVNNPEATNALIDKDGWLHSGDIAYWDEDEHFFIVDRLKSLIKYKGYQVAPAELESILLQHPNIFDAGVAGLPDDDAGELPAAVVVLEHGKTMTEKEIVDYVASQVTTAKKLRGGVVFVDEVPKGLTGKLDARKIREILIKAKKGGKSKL
#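 Purified P. pyralis luciferase, 10 nM final, with Km-level 10 uM D-luciferin and 10 uM ATP in 50 mM Tris acetate pH 7.5, 10 mM Mg acetate, 0.01% Tween-20, 0.05% BSA; 6-point qHTS titration about 60 µM downward; luminescence read.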
# RORg inh – inhibitors of mouse ROR gamma transcriptional activity; AID 2551; 5.4% of 310,000 active; Drosophila S2 Gal4-RORgamma UAS-luciferase reporter, 20 h; P51450; Potency, µM (doses to about 53.6 µM), without a hit: at the top dose activity change, negative = inhibition, actives largely listed as inhibitors; further: on the % scale 0 is the no-effect control and ±100 the full control effect; nearly all actives have a fitted effect of over 60% in size
#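 Luciferase reporter read in Schneider cells carrying Gal4-RORγ (mouse) and UAS-Photinus luciferase; cells given compound 1 h before 700 uM copper sulfate induction, then incubated 20 h at ambient temperature.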
# MBNL1 CUG block – inhibitors of human MBNL1 binding to CUG repeat RNA; Q9NR56; TR-FRET MBNL1-His/biotin-(CUG)12 binding, 665/545 ratio; Potency, µM (series often up to 57.5 µM), for inactives: at the top dose activity change, negative = inhibition, most hits filed as inhibitors; 0.036% of 280,000 active; AID 2675; active means well fitted inhibition curve with a large enough effect in the signal ratio, with a control signal flat, not every such curve was filed as active; inconclusive means small, poorly fitted or top-dose-only effect, or effect the other way, or a change in a side signal; inactive means no such curve, though single readings can be large or run the other way; the % refers to the signal ratio; further: on the % scale 0 is the no-effect control and ±100 the full control effect
# Target sequence (Q9NR56 whole entry, looked up): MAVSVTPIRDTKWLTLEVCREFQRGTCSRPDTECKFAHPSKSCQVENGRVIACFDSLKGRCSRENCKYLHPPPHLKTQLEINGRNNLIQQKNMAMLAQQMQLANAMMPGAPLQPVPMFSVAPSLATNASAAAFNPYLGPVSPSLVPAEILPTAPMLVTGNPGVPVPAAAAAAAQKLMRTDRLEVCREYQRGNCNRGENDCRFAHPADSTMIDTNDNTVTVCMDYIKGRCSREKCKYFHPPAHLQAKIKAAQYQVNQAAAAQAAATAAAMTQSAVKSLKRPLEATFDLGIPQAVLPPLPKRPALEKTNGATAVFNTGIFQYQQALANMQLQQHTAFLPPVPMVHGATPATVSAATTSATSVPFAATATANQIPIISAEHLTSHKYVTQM
#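 MBNL1-His + Biotin-(CUG)12, cpd titration 92 nM–58 uM; Tb anti-His Ab 0.055 ng/ul, SA-XL665 5 nM (final); 60 min RT; ratiometric 665/545 nm, Ex 340 nm; normalized to buffer and full-complex controls.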
# ELG1 genotoxic – inducers of genotoxicity in HEK293T ELG1-luciferase cells | 1.3% of 330,000 active | HEK293T ELG1-luciferase reporter, luminescence, 16 h | Potency, µM (top dose mostly 46 µM), for the others: at the highest dose activity change, positive = activation, usual class: activators; further: % of control where 0% means no effect; nearly all actives have a fitted effect of over 60% in size
#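 HEK293T cells expressing luciferase-tagged ELG1 were treated with compound or DMSO for 16 hr at 37°C. Luciferase activity was then read after 30 min with ONE-Glo at room temperature; rising signal flags genetic stress.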
# p53 reactivation – mutant p53 re-activation in reporter cells; 0.063% of 320,000 active; AID 504706; H1299 p53-A138V BP100-luciferase reporter, luminescence, 24 h; Potency, µM (highest dose often 92.2 µM), inactives show top-dose activity change, positive = activation, hits mostly activators; further: % of control where 0% means no effect; nearly all actives have a fitted effect of over 45% in size
#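 p53-null H1299 cells stably carrying temperature-sensitive p53-A138V and a BP100-luciferase reporter were pinned with compounds (4-point, 1:5 series) and held 24 hrs at 37 deg C. Luminescence was read 10 min after detection reagent.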
# BRCA1 expr up – BRCA1 expression activation. Potency, µM (highest dose often 46.1 µM), without a hit: top-dose activation, usual class: activators. AID 624202. 1.1% of 380,000 active. MCF7-BRCA1-FFLuc reporter, luminescence, 48 h; response scale: scaled: vehicle 0%, 10 µM genistein 100%; further: nearly all actives have a fitted effect of over 80% in size; some results filed as inactive show a strong effect at the top dose
#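 Cells: MCF7-BRCA1-FFLuc, 2000/well. Exposure: 48 h, 37 °C, 5% CO2. Read: luminescence, 15 min post-substrate. Controls: genistein 10 microM (maximal activation), DMSO (neutral).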
# uPA surface inh – cell surface uPA generation inhibition; 0.31% of 330,000 active; cell surface uPA generation assay, qHTS; AID 540303; Potency, µM (doses to about 38.3 µM), without a hit: top-dose activity change, negative = inhibition, actives largely listed as inhibitors; active means well fitted inhibition curve with a large enough effect; inconclusive means small, poorly fitted or top-dose-only effect; inactive means no such curve, though single readings can be large or run the other way; tested in mouse RAW 264.7 cells; further: on the % scale 0 is the no-effect control and ±100 the full control effect; nearly all actives have a fitted effect of over 55% in size
# * hit, by the source's call; u = inconclusive; x = no result given; & = joins results of further samples. Unless noted, the call rests on the fitted dose curve; in most records, active means well fitted curve in the direction sought with a large enough effect; inconclusive means small, poorly fitted or top-dose-only effect, or another doubt; inactive means no such curve, though single readings can be large; an effect the other way counts as inactive or inconclusive. Potency means the concentration at half of the fitted maximal effect.
no.	SMILES	NPC1 prom act	Gal4-VP16 FLuc	Rab9 prom act	FLuc counter	RORg inh
1	Cc1cccc(NC(=O)C2CCCN(S(=O)(=O)c3cccc4nsnc34)C2)c1 (stereo not drawn)	8%	-8%	2%	2%	15%
2	CNc1nnc(CSc2nc3ccccc3s2)s1	24%	27%	u	u	-14%
3	O=C(COC(=O)COc1ccccc1Cl)Nc1ccccc1OC(F)F	0%	-4%	2%	-15%	12%
4	COCCN(C(=O)COC(=O)c1cc2c(s1)CCC2)c1c(N)n(Cc2ccccc2)c(=O)[nH]c1=O	-1%	x	-3%	2%	x
5	COC(=O)c1c(NC(=O)C2CC2)sc2c1CCN(C(C)=O)C2	-2%	6%	-6%	0%	-13%
6	O=c1c2ccccc2nc(-c2ccccc2)n1CCCN1CCOCC1	1%	-7%	5%	1%	25%
7	O=C(c1cc2ncccn2n1)N1CCc2c([nH]c3ccccc23)C1c1ccccc1F (stereo not drawn)	-14%	6%	-1%	1%	34%
8	CC1(C)Cc2ccccc2C2CC(O)C(=O)N21 (stereo not drawn)	-5%	-1%	2%	-1%	1%
9	CCc1ccc(OCC(=O)OC(C)C(=O)NC2CC2)cc1 (stereo not drawn)	-4%	-6%	0%	3%	11%
10	Cc1nc2ccccc2c(N)c1C(=O)/C=C/c1ccccc1	-18%	u	-16%	-17%	-44%
11	N#Cc1ccc(-n2c(-c3ccccc3)nnc2-c2ccccc2)cc1C#N	0%	2%	-3%	-18%	u
12	CCOC(=O)c1cn(Cc2cccc(Cl)c2)c2cc(C)nn2c1=O	-3%	9%	-11%	0%	1%

no.	MBNL1 CUG block	ELG1 genotoxic	p53 reactivation	BRCA1 expr up	uPA surface inh
1	12%	-5%	5%	-14%	8%
2	-5%	u	u	11µM*	-3%
3	2%	1%	1%	2%	2%
4	x	0%	-3%	-25%	5%
5	4%	3%	-12%	5%	0%
6	1%	-7%	3%	0%	1%
7	0%	0%	0%	-27%	3%
8	-7%	-2%	-7%	3%	4%
9	-7%	1%	5%	5%	-21%
10	3%	2%	2%	-52%	-17%
11	1%	-1%	12%	-43%	-23%
12	8%	-3%	-1%	-10%	3%

# Compounds 6–12 from above:
no.	SMILES	NPC1 prom act	Gal4-VP16 FLuc	Rab9 prom act	FLuc counter	RORg inh
6	O=c1c2ccccc2nc(-c2ccccc2)n1CCCN1CCOCC1	1%	-7%	5%	1%	25%
7	O=C(c1cc2ncccn2n1)N1CCc2c([nH]c3ccccc23)C1c1ccccc1F (stereo not drawn)	-14%	6%	-1%	1%	34%
8	CC1(C)Cc2ccccc2C2CC(O)C(=O)N21 (stereo not drawn)	-5%	-1%	2%	-1%	1%
9	CCc1ccc(OCC(=O)OC(C)C(=O)NC2CC2)cc1 (stereo not drawn)	-4%	-6%	0%	3%	11%
10	Cc1nc2ccccc2c(N)c1C(=O)/C=C/c1ccccc1	-18%	u	-16%	-17%	-44%
11	N#Cc1ccc(-n2c(-c3ccccc3)nnc2-c2ccccc2)cc1C#N	0%	2%	-3%	-18%	u
12	CCOC(=O)c1cn(Cc2cccc(Cl)c2)c2cc(C)nn2c1=O	-3%	9%	-11%	0%	1%

no.	MBNL1 CUG block	ELG1 genotoxic	p53 reactivation	BRCA1 expr up	uPA surface inh
6	1%	-7%	3%	0%	1%
7	0%	0%	0%	-27%	3%
8	-7%	-2%	-7%	3%	4%
9	-7%	1%	5%	5%	-21%
10	3%	2%	2%	-52%	-17%
11	1%	-1%	12%	-43%	-23%
12	8%	-3%	-1%	-10%	3%

# (continued)
no.	SMILES	NPC1 prom act	Gal4-VP16 FLuc	Rab9 prom act	FLuc counter	RORg inh
13	COc1ccc(Cl)cc1C(=O)NNC(=O)COC(=O)c1cccs1	x	x	x	x	x
14	O=C(/C=C/c1ccco1)OCC(=O)N1CCCCC1	x	x	x	x	x
15	COc1ccc(C(=O)/C=C/Nc2c(C)n(C)n(-c3ccccc3)c2=O)cc1OC	-1%	5%	-3%	4%	-40%
16	O=C(COc1ccc(Cl)cc1)Nc1cccc(S(=O)(=O)NCc2ccco2)c1	-2%	x	1%	17µM*	x
17	CCN(c1ccc(OC)cc1)S(=O)(=O)c1nnc(NC(=O)c2ccc(C)cc2)s1	-3%	-12%	-7%	-3%	0%
18	COc1cccc(C(=O)NCCS(=O)(=O)NCC2CCCO2)c1 (stereo not drawn)	0%	x	1%	-2%	x
19	CC(C)CN(C(=O)CN1CCN(c2ccc(F)cc2)CC1)c1c(N)n(CC(C)C)c(=O)[nH]c1=O	-2%	-9%	-7%	0%	-8%
20	CCc1ccc(N2CC(C(=O)OCC(=O)Nc3ccc(C(C)=O)cc3)CC2=O)cc1 (stereo not drawn)	1%	x	2%	u	x
21	O=C(NCCCn1ccnc1)c1noc2c1CCc1ccccc1-2	-4%	9%	-8%	-13%	-4%
22	Cc1cccc(C)c1NC(=O)CNC(=O)c1ccc(S(=O)(=O)NCc2ccco2)cc1	1%	x	1%	-1%	x
23	c1ccc(Cc2cc(-c3ccccc3)on2)cc1	28%	30%	u	12µM*	73%
24	CC(=O)Nc1ccc(S(=O)(=O)Nc2cc(-c3ccccc3)nn2C)cc1	-5%	-17%	-2%	-3%	17%

no.	MBNL1 CUG block	ELG1 genotoxic	p53 reactivation	BRCA1 expr up	uPA surface inh
13	x	0%	1%	-21%	13%
14	x	u	u	109%	0%
15	12%	0%	-12%	-47%	9%
16	x	-1%	-1%	13%	-7%
17	5%	-2%	11%	-12%	10%
18	x	2%	0%	0%	2%
19	-11%	2%	9%	-10%	1%
20	x	1%	-8%	-9%	-10%
21	5%	0%	1%	0%	x
22	x	-1%	5%	-22%	-4%
23	2%	u	u	u	x
24	8%	3%	4%	-24%	1%

# Going on with the list:
no.	SMILES	NPC1 prom act	Gal4-VP16 FLuc	Rab9 prom act	FLuc counter	RORg inh
25	N=c1c2c(-c3ccccc3)c(-c3ccccc3)n(Cc3ccco3)c2ncn1Cc1ccco1	-6%	28µM*	-3%	1%	u
26	CC1=C(C(=O)OC(C)C)C(c2cncc(-c3ccc(F)cc3)c2)C(C#N)=C(N)O1 (stereo not drawn)	0%	16%	3%	3%	11%
27	CCc1nnc(NC(=O)C(NC(=O)c2ccccc2Cl)C(C)C)s1 (stereo not drawn)	2%	2%	0%	1%	-7%
28	CCCCN(CC)CCCNC(=O)c1cc2cc3ccc(OC)cc3nc2o1	-3%	-8%	-2%	-4%	-20%
29	N=C1/C(=C/c2coc3ccccc3c2=O)C(=O)N=C2SC(c3ccco3)=NN12	1%	3%	-1%	-6%	11%
30	Cn1ncc(Cl)c1C(=O)Nc1ccncc1	-1%	5%	-12%	6%	17%
31	CC1CCN(c2nc(/C=C/c3ccccc3)nc3ccccc23)CC1	7%	u	6%	u	16µM*
32	CN(C)/C=C1\SC(=S)N(c2ccc(Br)cc2)C1=O	u	-16%	u	u	17%
33	COC(=O)C1=C(C)NC(C)=C(C(=O)OC)C1C(=O)OCCN1C(=O)c2ccccc2C1=O	-2%	-2%	6%	1%	7%
34	CC1CCN(S(=O)(=O)c2ccc3c(c2)c(=O)c(C(=O)NC2CCCC2)cn3C)CC1	-2%	-1%	3%	-2%	2%
35	Clc1cc2nc3ccccn3c2cc1Cl	u	-1%	u	u	-28%
36	C/C(=C\c1ccccc1)C(=O)n1nnc2ccccc21	-1%	-4%	8%	19µM*	-3%
37	CC(=O)c1ccc(NC(=O)CCc2nc3sc4c(c3c(=O)[nH]2)CCCC4)cc1	-5%	x	-1%	-1%	x
38	C[C@H](NC(=O)c1nc[nH]c1C(=O)N1CCc2ccccc2C1)C(=O)OCc1ccccc1	-4%	-21%	-6%	1%	u
39	CC(=O)NN1C(=O)/C(=C\c2ccccc2)SC1=S	1%	u	-8%	-18%	-12%

no.	MBNL1 CUG block	ELG1 genotoxic	p53 reactivation	BRCA1 expr up	uPA surface inh
25	-1%	-11%	-14%	-79%	-18%
26	1%	3%	4%	0%	2%
27	1%	3%	-1%	-26%	4%
28	u	1%	-4%	-36%	-5%
29	-5%	3%	-2%	-29%	-10%
30	-5%	1%	-20%	2%	-2%
31	u	-3%	u	-82%	-10%
32	u	17%	15%	10µM*	4%
33	7%	1%	-3%	-22%&-23%	-1%&10%
34	6%	-3%	4%	-3%	-5%
35	20%	u	17%	u	-3%
36	7%	1%	0%	2%	x
37	x	2%	-5%	-11%	3%
38	6%	0%	0%	67%	0%
39	u	1%	-8%	-15%	3%

# The order is random. Share with any hit: about 13%.
